Screening data (PubChem)
Vif-APOBEC3G blk: Vif-A3G binding inhibition; Q9HC16; HeLa A3G-eYFP + Vif (tagged APOBEC3G with the HIV-1 protein that degrades it), YFP fluorescence, overnight; Potency, µM (top dose mostly 46.1 µM), without a hit: at the highest dose activity, negative = active, actives largely listed as inhibitors; actives 0.076% (n = 410,000); AID 602310;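 also: potency is read from the fitted curve at half-maximal effect; % is scaled to controls: 0 for no effect and ±100 for the full control effect; nearly all actives have a fitted effect of over 60% in size; hits raise eYFP signal because A3G escapes Vif-driven loss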
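Read-out is eYFP fluorescence (Ex 488/Em 500-530) from Vif-expressing HeLa A3G-eYFP cells; more signal means A3G escaped Vif-mediated degradation. Cells plated overnight, compound pinned in, incubated overnight at 37 deg C.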
LDHA inh: inhibitors of human lactate dehydrogenase A; purified LDHA, NADH/diaphorase-resazurin fluorescence; active compounds read low; P00338; activity change, % (values are at about 110 or 230 µM); actives 0.15% (n = 480,000); in the data active = activity change below about -30%; inconclusive = mostly about -25% to -30%;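 also: plate controls were DMSO wells for no effect and wells without enzyme for full effect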
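Enzyme activity of human lactate dehydrogenase 5 (2 nM; 0.06 mM NADH, 0.2 mM pyruvate, 5 min, RT) is measured via a resazurin/diaphorase fluorescence readout of residual NADH.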
TrxR1 inh: inhibitors of rat thioredoxin reductase 1; O89049; recombinant rTrxR1, NADPH fluorescence consumption, selenite substrate; Potency, µM (highest dose often 114 µM), for the others: at the top dose activity change, negative = inhibition, hits mostly inhibitors; actives 1% (n = 390,000); AID 588453; also: potency is read from the fitted curve at half-maximal effect; % is scaled to controls: 0 for no effect and ±100 for the full control effect; nearly all actives have a fitted effect of over 65% in size
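Rat TrxR1 (90 nM in the dispensed reagent) was pre-reduced with 400 uM NADPH for 5 min at room temperature, then incubated with compound for 15 min. After 400 uM selenite was added, NADPH fluorescence (Ex 340/Em 450 nm) was followed for 8 min.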
Vif-APOBEC3F blk: Vif-A3F binding inhibition. HeLa A3F-eYFP + Vif (tagged APOBEC3F with the HIV-1 protein that degrades it), YFP fluorescence increase. Potency, µM (series often up to 46.1 µM), inactives show top-dose activity, negative = active. actives 0.2% (n = 390,000). AID 602313; also: potency is read from the fitted curve at half-maximal effect; % of control where 0% means no effect; nearly all actives have a fitted effect of over 65% in size
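HeLa cells stably expressing A3F-eYFP plus Vif, plated and incubated overnight at 37 deg C, then exposed to compounds overnight at 37 deg C. Blocked degradation read as raised yellow fluorescence (Ex 488/Em 500-530).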
RGS4 inhibitor: inhibitors of human regulator of G protein signaling 4; Transcreener GDP fluorescence polarization, RGS4-accelerated GTP hydrolysis; AID 504845; P49798; Potency, µM (doses to about 114 µM), without a hit: at the highest dose activity change, negative = inhibition, actives largely listed as inhibitors; actives 0.039% (n = 390,000); also: potency is read from the fitted curve at half-maximal effect; % is scaled to controls: 0 for no effect and ±100 for the full control effect; nearly all actives have a fitted effect of over 75% in size; some results filed as inactive show a strong effect at the top dose
Target sequence (P49798 whole entry, looked up): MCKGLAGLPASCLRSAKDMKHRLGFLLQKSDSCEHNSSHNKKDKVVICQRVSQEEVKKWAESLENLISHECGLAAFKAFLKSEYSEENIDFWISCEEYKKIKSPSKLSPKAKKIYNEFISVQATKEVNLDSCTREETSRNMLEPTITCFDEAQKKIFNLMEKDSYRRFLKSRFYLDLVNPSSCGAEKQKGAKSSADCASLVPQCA
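MLSMR compounds (23 nl, pin-transferred) preincubated 10 min at room temperature with a 500nM (2x) first reagent, then RGS4 at 900nM (2x) plus Transcreener GDP mix added; fluorescence polarization (620/688 nm) read before and after 90 min at 30 °C.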
TrxR1 substrate: substrates of rat thioredoxin reductase 1; actives 0.01% (n = 390,000); purified TrxR1 substrate turnover, NADPH consumption readout; Potency, µM (series often up to 114 µM), without a hit: at the highest dose activity change, negative = substrate turnover; AID 588456; also: potency is read from the fitted curve at half-maximal effect; % is scaled to controls: 0 for no effect and ±100 for the full control effect; nearly all actives have a fitted effect of over 50% in size
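Rat TrxR1, dispensed at 90 nM, was prereduced with 400 uM NADPH (final) for 5 min at ~22 deg C, then incubated with compound 15 min before 400 uM selenite. A first-read NADPH fluorescence drop versus no-compound background flagged substrates.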
Glioma ERSR ind: induces the endoplasmic reticulum stress response in human glioma cells | U87-MG GRP78 promoter luciferase reporter, 16 h | Potency, µM, inactives show at the highest dose activation, usual class: activators | actives 0.02% (n = 420,000) | AID 602332; also: potency is read from the fitted curve at half-maximal effect; series mostly up to about 76 µM; % of control where 0% means no effect; nearly all actives have a fitted effect of over 35% in size
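Stably transfected U87-MG human glioma cells carrying a GRP78-based luminescent sensor were seeded at 1000 cells/well, pin-dosed with compounds and incubated 16 h. Luciferase reagent was then added, and end-point luminescence was read after 10 min at room temperature.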
mIDH1 inhibitor: human IDH1 R132H inhibition; actives 0.093% (n = 390,000); O75874; AID 602179; IDH1-R132H enzyme, NADPH consumption, diaphorase/resazurin fluorescence; Potency, µM (top dose mostly 76.6 µM), for inactives: at the top dose activity change, negative = inhibition, hits mostly inhibitors; also: potency is read from the fitted curve at half-maximal effect; % is scaled to controls: 0 for no effect and ±100 for the full control effect; nearly all actives have a fitted effect of over 65% in size
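IDH1-R132H (0.5 ug/mL) preincubated 30 min with compound, then NADPH (0.016 mM) and alpha-KG (2 mM) added; 80 min at RT, pH 7.5. Remaining NADPH coupled via diaphorase/resazurin to fluorescence (540/590 nm); concentration-response curves normalized to no-enzyme control.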
USP1-UAF1 inh: inhibitors of human USP1/UAF1 deubiquitinase; O94782; recombinant USP1/UAF1, Ub-Rhodamine cleavage fluorescence; Potency, µM (titrated, usually from 57.1 µM), without a hit: at the top dose activity change, negative = inhibition, most hits filed as inhibitors; actives 0.23% (n = 390,000); also: potency is read from the fitted curve at half-maximal effect; % is scaled to controls: 0 for no effect and ±100 for the full control effect; nearly all actives have a fitted effect of over 60% in size; inactives centre near -12
Target sequence (O94782 whole entry, looked up): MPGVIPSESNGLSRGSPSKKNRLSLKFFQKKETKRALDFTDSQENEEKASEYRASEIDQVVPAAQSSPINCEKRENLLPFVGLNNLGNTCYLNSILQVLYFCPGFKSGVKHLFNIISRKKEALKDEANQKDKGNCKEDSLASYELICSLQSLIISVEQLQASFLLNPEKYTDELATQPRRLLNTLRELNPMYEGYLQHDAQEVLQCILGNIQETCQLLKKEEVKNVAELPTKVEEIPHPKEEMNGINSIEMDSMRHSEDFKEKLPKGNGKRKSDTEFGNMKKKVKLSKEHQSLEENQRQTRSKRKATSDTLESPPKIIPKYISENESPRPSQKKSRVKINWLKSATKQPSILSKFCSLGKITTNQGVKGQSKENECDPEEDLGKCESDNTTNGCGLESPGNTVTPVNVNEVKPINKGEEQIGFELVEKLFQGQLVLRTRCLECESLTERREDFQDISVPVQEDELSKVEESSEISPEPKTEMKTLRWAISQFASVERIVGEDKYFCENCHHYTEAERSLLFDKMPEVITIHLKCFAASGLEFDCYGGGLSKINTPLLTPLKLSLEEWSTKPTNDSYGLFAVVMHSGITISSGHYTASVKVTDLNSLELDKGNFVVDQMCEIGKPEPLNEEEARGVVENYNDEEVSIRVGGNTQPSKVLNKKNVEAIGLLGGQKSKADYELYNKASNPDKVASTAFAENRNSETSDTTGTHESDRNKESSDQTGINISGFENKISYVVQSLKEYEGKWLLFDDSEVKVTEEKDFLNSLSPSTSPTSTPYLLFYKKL
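Step one: compound is pinned into 1nM USP1/UAF1 in HEPES pH 7.8 buffer with TCEP. Step two: 15 min room-temperature incubation. Step three: Ub-Rho (150nM final) starts cleavage, tracked by fluorescence over six one-minute reads.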
Active calls of the source: *; ? = inconclusive; · = not tested or not shown; [ ] = another dose, or the depositor's remark. Unless noted, calls follow the shape of the dose curve; as a rule, active = well fitted curve in the direction sought with a large enough effect; inconclusive = small, poorly fitted or top-dose-only effect, or another doubt; inactive = no such curve, though single readings can be large; an effect the other way counts as inactive or inconclusive.

SMILES	Vif-APOBEC3G blk	LDHA inh	TrxR1 inh	Vif-APOBEC3F blk	RGS4 inhibitor	TrxR1 substrate	Glioma ERSR ind	mIDH1 inhibitor	USP1-UAF1 inh
CS(=O)(=O)c1ccc(Cl)c(NC(=O)c2ccc3ccccc3c2)c1	-1%	0	5%[57.1 µM]	20%	-32%	-4%[57.1 µM]	-3%	5%	-8%
COc1ccccc1C(=O)NC(C)c1nc2ccccc2[nH]1 (stereo not drawn)	1%	-8	8%[57.1 µM]	0%	24%[11.4 µM]	9%[57.1 µM]	-2%	3%	-23%
CCN1C(=O)/C(=C\N(C)C)S/C1=N\S(=O)(=O)c1ccc(C)cc1	0%	-4	-69%	5%	-10%	3%	-2%	-16%	-9%
Cc1cccc(-n2ncc3c(NCc4cccs4)ncnc32)c1	-23%	3	6%	0%	-24%	1%	8%	10%	-13%
CCN(C[C@H]1N[C@@](C)(C(=O)OC)[C@H]2C(=O)N(C)C(=O)[C@@H]12)S(=O)(=O)c1ccc(C)cc1	1%	0	10%	-14%	2%	1%	-3%	-2%	-15%
O=C(Oc1ccc(/C=N/NC(=O)c2ccccn2)cc1)c1cccc(Br)c1	-10%	0	27%	0%	-2%	7%	3%	-7%	-27%
CCn1c(CNc2cccc(Cl)c2)nnc1SCc1ccccc1	0%	-12	?	-2%	23%	-12%[57.1 µM]	-3%	-5%	-13%
CN(CC(=O)Nc1cccc(S(=O)(=O)NC2=NCCCCC2)c1)Cc1ccc(C(C)(C)C)cc1	-6%	-14	-5%	1%	1%	-12%	-2%	0%	-20%
CCCN1CCN(CCCNC(=O)Cn2c(-c3cccs3)cc3cc(Cl)ccc32)CC1	2%	1	22%	6%	-9%	44%[activator]	-2%	-1%	?
O=C(C1CC12CCCC2)N1CCC(CO)(Cc2ccccc2Cl)CC1 (stereo not drawn)	3%	2	9%	1%	15%	-6%	-2%	-12%	6%
CC(C)(C)c1ccc(/C=C/C(=O)N2CCOCC2)cc1	2%	1	-23%	3%	-11%	-6%	4%	-1%	-18%
CCCSC1=C(C#N)C(c2cc(OC)ccc2OC)CC(=O)N1 (stereo not drawn)	1%	1	7%	-5%	-4%	7%	-3%	0%	-16%
CC1Cc2ccccc2N1C(=O)CNCCCN(C)C (stereo not drawn)	-1%	-24	5%	-1%	2%	0%	0%	5%	-6%
CC(=O)N1c2ccc(S(=O)(=O)N3CCC(C(=O)NCc4ccc(F)cc4)CC3)cc2CC1C (stereo not drawn)	-3%	-4	19%	1%	35%	4%	1%	-9%	-27%
CCNC(=O)CC1C(=O)N(c2ccc(F)cc2)C(=O)N1CCOC (stereo not drawn)	1%	1	7%	2%	-7%	4%	1%	1%	-20%
C/C(CC(=O)Nc1ccccn1)=N\NC(=O)C(=O)Nc1cccc(Cl)c1C	0%	-2	-6%	-9%	-26%	1%	12%	4%	-17%
Clc1ccc(CCNc2nc3ccccc3c3nc(-c4ccccc4)nn23)cc1	2%	-6	40%[activator]	2%	6%	6%	0%	-15%	-17%
CCn1c(=O)n(-c2ccc3c(c2)OCO3)c2nc(-c3ccc(C(C)C)cc3)nc(C(N)=O)c21	3%	0	31%	-12%	-2%	-1%	-3%	6%	-6%
N#Cc1ccc(C(=O)Nc2nc(-c3cccs3)c(C(=O)C(F)(F)F)s2)cc1	3%	-4	15%	-6%	2%	-6%	-4%	-4%	2%
Cc1c(-c2ccccc2)c(=O)oc2cc(O)ccc12	-9%	0	44%[activator]	7%	5%	272%[activator]	0%	-8%	-30%
CN(C)S(=O)(=O)c1ccc(Cl)c(NC(=O)COC(=O)c2ccc(O)cc2)c1	-1%	0	8%[57.1 µM]	-24%	6%	6%[57.1 µM]	0%	5%	-6%
Cn1c(=O)oc2cc(S(=O)(=O)N3CCN(c4ccccc4)CC3)ccc21	-7%	-6	10%[57.1 µM]	?	-6%	9%	-1%	3%	-13%
Cc1cc(/C=C\c2ccccc2)nc2ccccc12	-9%	1	22%	-13%	17%	6%	6%	4%	-19%
COc1ccccc1N1CCN(C(=O)C(C)N(c2ccc(C)c(C)c2)S(C)(=O)=O)CC1 (stereo not drawn)	3%	-11	13%[57.1 µM]	0%	6%	7%[57.1 µM]	-4%	2%	-8%
OCCN(Cc1ccccc1)Cc1nc(CC2CC2)no1	1%	1	9%	8%	18%	-2%	0%	-3%	-15%
CNC(C)c1ccc(S(N)(=O)=O)cc1 (stereo not drawn)	1%	-3	13%[57.1 µM]	-1%	-16%	1%[57.1 µM]	-3%	2%	-19%
COc1ccccc1NS(=O)(=O)c1cccc(C(=O)NCc2ccccn2)c1	1%	-11	8%	-7%	-48%	2%	-4%	-1%	-2%
COc1ccc(Nc2nnc(C)c3ccccc23)cc1	2%	-2	7%	-10%	13%	1%	7%	14%	-13%
O=C(N=Nc1c(O)[nH]c2ccccc12)c1ccc2c(c1)OCO2	4%	-3	9%	-5%	-7%	-6%	-1%	8%	2%
Cc1ccc(C(C)(C)C)cc1S(=O)(=O)Nc1ncnc2sccc12	3%	-2	3%	5%	-18%	-3%	-3%	0%	-19%
O=[N+]([O-])c1ccc(C(=S)N2CCC(Cc3ccccc3)CC2)cc1	-4%	-1	-27%	-24%	-14%	-5%	-4%	2%	-9%
COCC(=O)Nc1cc(C)cn(Cc2ccc(F)cc2)c1=O	-5%	-2	21%	-9%	7%	-1%	-2%	0%	-23%
Cc1ccc(NC(=O)c2sc3ccccc3c2Cl)nc1	1%	-17	31%	16%	30%	15%	7%	2%	-6%
COc1cccc(N2CCN(C3CC(=O)N(c4cccc(Cl)c4)C3=O)CC2)c1 (stereo not drawn)	-4%	3	-2%	-11%	4%	2%[57.1 µM]	-2%	3%	-3%
Cc1ccc(S(=O)(=O)N2CCN(c3nc(C)c4c(c3C#N)CC(C)(C)OC4)CC2)cc1	-8%	-3	28%[57.1 µM]	-8%	-5%	48%	4%	7%	-19%
CC(C)CC(OC(=O)c1cccs1)C(=O)NCc1cccs1 (stereo not drawn)	1%	-5	7%[57.1 µM]	0%	-12%	7%[57.1 µM]	-6%	1%	-22%

Arranged by value in TrxR1 inh (descending): three of the compounds above.
SMILES,TrxR1 inh
CCCN1CCN(CCCNC(=O)Cn2c(-c3cccs3)cc3cc(Cl)ccc32)CC1,22%
COCC(=O)Nc1cc(C)cn(Cc2ccc(F)cc2)c1=O,21%
COc1cccc(N2CCN(C3CC(=O)N(c4cccc(Cl)c4)C3=O)CC2)c1 (stereo not drawn),-2%

The list goes on:
SMILES	Vif-APOBEC3G blk	LDHA inh	TrxR1 inh	Vif-APOBEC3F blk	RGS4 inhibitor	TrxR1 substrate	Glioma ERSR ind	mIDH1 inhibitor	USP1-UAF1 inh
CCS(=O)(=O)NCC(c1cccnc1)N1CCN(c2ccc(F)cc2)CC1 (stereo not drawn)	-9%	-3	-6%	-4%	-2%	5%	-8%	-1%	0%
O=S(=O)(c1ccccc1)N1CCN(S(=O)(=O)c2ccccc2)CC1	1%	-5	23%	·	15%	9%	-3%	·	·
Cc1ccc(NC(=O)COC(=O)c2ccc(-n3nc(C)cc3C)cc2)c(F)c1	-4%	-8	11%	-4%	-8%	0%	-2%	6%	-15%
Cc1ccc(C)c(N2CCN(c3nc4ccccc4n4nnnc34)CC2)c1	·	-1	15%	·	-24%	6%	·	·	-11%

In the list so far, 6 have fluorine:
SMILES	Vif-APOBEC3G blk	LDHA inh	TrxR1 inh	Vif-APOBEC3F blk	RGS4 inhibitor	TrxR1 substrate	Glioma ERSR ind	mIDH1 inhibitor	USP1-UAF1 inh
CC(=O)N1c2ccc(S(=O)(=O)N3CCC(C(=O)NCc4ccc(F)cc4)CC3)cc2CC1C (stereo not drawn)	-3%	-4	19%	1%	35%	4%	1%	-9%	-27%
CCNC(=O)CC1C(=O)N(c2ccc(F)cc2)C(=O)N1CCOC (stereo not drawn)	1%	1	7%	2%	-7%	4%	1%	1%	-20%
N#Cc1ccc(C(=O)Nc2nc(-c3cccs3)c(C(=O)C(F)(F)F)s2)cc1	3%	-4	15%	-6%	2%	-6%	-4%	-4%	2%
COCC(=O)Nc1cc(C)cn(Cc2ccc(F)cc2)c1=O	-5%	-2	21%	-9%	7%	-1%	-2%	0%	-23%
CCS(=O)(=O)NCC(c1cccnc1)N1CCN(c2ccc(F)cc2)CC1 (stereo not drawn)	-9%	-3	-6%	-4%	-2%	5%	-8%	-1%	0%
Cc1ccc(NC(=O)COC(=O)c2ccc(-n3nc(C)cc3C)cc2)c(F)c1	-4%	-8	11%	-4%	-8%	0%	-2%	6%	-15%

Some of the compounds tested (hit frequency here may not be typical).
